b-catenin transl = modulators of beta-catenin nuclear translocation; HeLa beta-catenin nuclear translocation, immunofluorescence imaging; nuclear translocation activity, % at 5 µM; 190,000 compounds, 0.3% hits; AID 1665;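 active means nuclear translocation activity above 50% at 5 µM, with a well cell count of 50 or more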;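 further: per-cell ratio of nuclear to cytoplasmic median beta-catenin stain intensity; plate controls were DMSO negative control for no effect and GSK-3 inhibitor IX positive control for full effect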
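assay system = human HeLa cells, endogenous beta-catenin | times = compound treatment 24 h, 37°C, 5% CO2 | detection = Anti-beta-catenin immunofluorescence on PFA-fixed, Triton-permeabilized cells, DAPI nuclei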
T cell HTS = T cell immune modulation candidate; 2C CD8+ T cell-vesicle binding, flow cytometry; stronger effect = lower value; calls only at 7 µM; 330,000 compounds, 0.068% hits; AID 2052;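 active means response, share of CD8 T cells binding vesicles, and their 90th percentile fluorescence all below set limits, cut at about 80% in these data, passing the limit was not always enough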
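Test system: purified 2C TCR transgenic mouse naive CD8+ T cells. Probe or stimulus: QL9-peptide-loaded Drosophila micro-vesicles bearing Ld, ICAM-1 and B7-1. Incubation: binding step 1.5 h, 37 °C, antibody labelling 20 min, ice. Measured by: flow cytometry of vesicle-bound cells.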
Myeloid diff MLP = promotes myeloid progenitor differentiation; ER-HoxA9 myeloid progenitors, lysozyme-GFP differentiation, flow cytometry; AID 624256; calls only at 10 µM; 360,000 compounds, 1% hits;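 active means normalized GFP-positive differentiation at or above the plate's own cutoff, the solvent-only control mean plus 3 SD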;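 further: cells exposed to compound for four days before flow analysis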
Lipid droplet = hepatic lipid droplet formation modulation; 240,000 compounds, 0.4% hits; AML12 mouse hepatocytes, oleate lipid droplets, BODIPY imaging; inhibition, % at 6.5 µM;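 active means lipid droplet intensity inhibited by at least 50%, with more than 500 cells counted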
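Assay system: AML12 mouse liver cells | Compound dosing: One dose, 6.5 µM compound | Read-out basis: Droplet intensity reduction, % inhibition | Measured by: Fluorescence imaging, 20x objective, two fields per well | Schedule: Overnight treatment with compound plus oleate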
WT yeast gro inh = growth inhibition of WT yeast, mitochondrial fusion screen; mitochondrial fusion phenotypic screen, WT strain; inhibition, % at 10 µM; 190,000 compounds, 2.1% hits; in the data active means inhibition above about 58%; tested in S. cerevisiae
MT stabilizer = stabilizes microtubules in HeLa cells; % tubulin-high responders, % at 10 µM; AID 2205; HeLa tubulin immunostaining HCS, 24 h; share of cells brighter than vehicle mean+2SD; 200,000 compounds, 0.83% hits;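 active means plate Z-score above 3 for both tubulin-high and condensed-nucleus cell shares, with cell loss under 80%, at 10 µM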;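 further: anti alpha tubulin signal scored within the nucleus-defined area of each cell; some results filed as inactive read as strong as hits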
Insulin prom up = MIN6 insulin promoter up-regulation; MIN6 insulin promoter-GFP reporter, high-content imaging; stronger effect = higher value; z-score at 5 µM; 190,000 compounds, 0.3% hits; AID 1625;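 active means z-score above 3 at 5 µM with at least 500 cells counted in the well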
West Nile virus CPE = West Nile virus antiviral activity, cell-based, CPE readout (AID 1621). West Nile virus-infected cells, CPE inhibition; higher % means a stronger effect. 290,000 compounds, 0.02% hits. one-dose CPE inhibition, % at 10 µM; IC50 in µM for titrated hits; in the data active means a potency from the dose series; further: strong numbers were not always called active
Autophagy HCS = modulators of autophagy; MEF GFP-LC3 puncta imaging; test concentration mostly 10 µM; 190,000 compounds, 0.98% hits; calls only at 10 µM (by protocol); AID 463193;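 active means percentage of spot-positive cells more than 3 SD above its plate mean, without a fluorescence outlier flag or 80% toxicity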;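 further: spot-positive cell cutoff set from DMSO-treated cells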
WT yeast gro inh mutant strain = further read-out of WT yeast gro inh, marked with its call; inhibition, %; mitochondrial fusion phenotypic screen, mutant strain inhibition
Insulin prom up cell count = second read-out of Insulin prom up, no call of its own (marks repeat the call); cell count; measured here: cytotoxicity, nuclei count;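 total cells summed across four imaged fields per well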
Lipid droplet cells 6.5 µM = second read-out of Lipid droplet, no call of its own (marks repeat the call); cell count; measured here: cell count, cytotoxicity flag;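 cells counted across two imaged fields per well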
b-catenin transl cell count 5 µM = further read-out of b-catenin transl, marked with its call; cell count; measured here: cell count, cytotoxicity flag
T cell HTS vesicle-bound % = also measured in T cell HTS; calls as there; double positive events, %; measured here: CD8+ vesicle-bound cell fraction;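 binding gate set so that unloaded-vesicle control wells show 10% double positive cells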
MT stabilizer Hoechst-high % = further read-out of MT stabilizer, marked with its call; % Hoechst-high responders; measured here: nuclear condensation Hoechst responders;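 share of cells brighter than vehicle mean plus two SD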
MT stabilizer cytotoxicity % = further read-out of MT stabilizer, marked with its call; toxicity, %; measured here: cytotoxicity by cell density;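 0% = mean cell density of plate MIN control wells and 100% = no cells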
Autophagy HCS cell loss 18 h = recorded beside Autophagy HCS, whose call it bears; toxicity, %; measured here: cell loss, nuclei count;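 cell loss after 18 h compound exposure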
Myeloid diff MLP GFP+ MAC1+ % = further read-out of Myeloid diff MLP, marked with its call; GFP+ MAC1+ double positive, %; measured here: differentiation confirmed by MAC1 staining
Numbers without * were called inactive; i = inactive; · = not tested or not shown; + = active, no number. Outcome played no part in choosing rows; overall some 3.9% were active at least once.

SMILES | b-catenin transl | b-catenin transl cell count 5 µM | T cell HTS | T cell HTS vesicle-bound % | Myeloid diff MLP | Myeloid diff MLP GFP+ MAC1+ % | Lipid droplet | Lipid droplet cells 6.5 µM | WT yeast gro inh | WT yeast gro inh mutant strain | MT stabilizer | MT stabilizer Hoechst-high % | MT stabilizer cytotoxicity % | Insulin prom up | Insulin prom up cell count | West Nile virus CPE | Autophagy HCS | Autophagy HCS cell loss 18 h
S=c1[nH]nc(-c2cccs2)n1/N=C/c1cn(-c2ccccc2)nc1-c1cccs1 | -0.8 | 1389 | i | 18 | i | 0.3 | -11 | 658 | · | · | · | · | · | 0.55 | 897 | 0.1% | · | ·
CS(=O)(=O)Cc1ccc(C(=O)NCC2(N3CCCCC3)CCCCC2)cc1 | · | · | i | 8 | i | 3.3 | 2 | 792 | · | · | · | · | · | · | · | -0.1% | · | ·
COc1ccc(Cc2nnc(SCc3nc4ccccc4c(=O)[nH]3)n2C)cc1 | 1.2 | 1026 | i | 22 | i | 1.1 | 19 | 812 | -12 | 0 | 3.0 | 3.2 | 11 | 0.55 | 1257 | -0.6% | i | 6
CCCCOC(=O)Nc1nnc(COc2ccccc2)s1 | -1.9 | 765 | i | 20 | i | 0.7 | · | · | 11 | 24 | 1.9 | 1.7 | 1.7 | 0.9 | 965 | 0.4% | i | 7
CCOC(=O)CSc1nnc(CSc2nc(C)cc(C)n2)n1Cc1ccco1 | -2.8 | 1149 | i | 42 | i | 0.7 | 5 | 728 | 5 | -15 | 3.5 | 2.8 | 5.5 | 0.25 | 887 | 0.4% | i | -38
CN(CC(=O)Nc1cccc(F)c1)C(=O)c1ccncc1 | · | · | i | 10 | i | 1.2 | 6 | 852 | · | · | · | · | · | · | · | 0.0% | · | ·
COc1ccccc1NC(=O)c1cc(-c2ccc(C)o2)nc2ccccc12 | · | · | i | 17 | i | 0.3 | 1 | 839 | · | · | · | · | · | · | · | 0.2% | · | ·
CCOc1ccccc1C1C(C#N)=C(N)SC(N)=C1C#N | -0.7 | 1008 | i | 12 | + | 2.3* | · | · | 12 | 1 | 2.4 | 3.1 | 5.8 | 0.27 | 1505 | · | i | 3
Cn1cccc1CC(=O)N/N=C/c1cc([N+](=O)[O-])ccc1Cl | -0.3 | 993 | i | 44 | i | 0.1 | 6 | 751 | -6 | -3 | 4.2 | 1.8 | 9.7 | 0.02 | 1362 | -1.0% | i | -9
COc1ccc(-c2[nH]ncc2CNCCc2ncccc2C)cc1F | 0.0 | 1568 | i | 40 | i | 0.3 | -2 | 716 | -6 | -15 | 2.0 | 2.5 | 2.9 | -0.68 | 984 | -0.5% | i | 20
CC(Oc1ccccc1Cl)c1nnc(N)s1 (stereo not drawn) | -1.9 | 1178 | i | 27 | i | 1.4 | 12 | 706 | 6 | 6 | 1.8 | 1.3 | 6.2 | -0.38 | 1238 | · | i | -8
CNC(=S)N/N=C(\C)c1ccc(-n2ccnc2)cc1 | -5.1 | 1166 | i | 35 | i | 0.8 | -6 | 798 | 24 | -5 | 4.5 | 2.9 | 3.7 | 0.36 | 907 | 0.2% | i | 7
Cc1ccc(C(=O)C2CCN(CC(=O)Nc3ccccc3C)CC2)cc1 | · | · | i | 34 | i | 0.7 | 0 | 772 | · | · | · | · | · | · | · | -1.4% | · | ·
CCOC(=O)CN1C(=O)CC(c2ccc([N+](=O)[O-])cc2)C1=O (stereo not drawn) | · | · | i | 60 | i | 0.9 | 4 | 797 | · | · | · | · | · | · | · | -0.3% | · | ·
CCOC(=O)c1c(NC(=O)C2CC(Cl)=CCC2C(=O)O)sc2c1CCCCC2 (stereo not drawn) | · | · | i | 25 | i | 0.5 | -17 | 639 | · | · | · | · | · | · | · | -0.7% | · | ·
CC(=O)Nc1ccc(S(=O)(=O)N(C)c2ccc(OCC(=O)OCC(=O)N3CCCCC3)cc2)cc1 | -1.3 | 1087 | i | 42 | i | 1.1 | 15 | 672 | 0 | -22 | 2.2 | 1.7 | 4.5 | 0.88 | 1087 | -0.1% | i | -6
CC1(C)Cc2c(C#N)c(NCc3ccco3)nc(-c3ccco3)c2CO1 | 0.3 | 1082 | i | 47 | i | 0.7 | 6 | 786 | -5 | -2 | 5.2 | 2.1 | 7.4 | -0.88 | 1547 | 0.3% | i | 9
COc1cc(-c2noc(CCCC(=O)Nc3ccc(C(N)=O)cc3)n2)cc(OC)c1OC | -0.7 | 1420 | i | 26 | i | 0.5 | 1 | 776 | · | · | · | · | · | 0.54 | 1318 | 0.1% | · | ·
Cc1onc(-c2ccccc2)c1C(=O)N1CCCC(C(F)(F)F)C1 (stereo not drawn) | · | · | i | · | i | 0.0 | -25 | 687 | · | · | · | · | · | · | · | -0.1% | · | ·
O=C(NCCCl)c1ccc(OCc2ccccc2)cc1Cl | 0.6 | 1095 | i | 39 | i | 0.7 | 0 | 701 | 13 | 0 | 2.8 | 3.4 | 9.8 | 1.3 | 802 | -0.5% | i | -4
O=C(N/N=C/c1cccc([N+](=O)[O-])c1)c1cc2c(ccc3ccccc32)o1 | -1.2 | 1365 | i | 15 | i | 0.9 | · | · | -11 | -10 | 2.5 | 2.3 | 7.6 | -0.14 | 1634 | · | i | 2
CCN(CC)c1ccc(NC(=S)NC(=O)c2ccco2)cc1 | 0.1 | 1582 | i | 32 | i | 0.2 | 0 | 713 | 45 | 19 | · | · | · | · | · | -1.7% | i | -16
COc1cccc(C(=O)NC2CC3CCC(C2)N3Cc2ccccc2)c1 (stereo not drawn) | · | · | i | 66 | i | 0.1 | -7 | 779 | · | · | · | · | · | · | · | -0.9% | · | ·
CC(C)(CO)NC(=O)c1ccc2nc(Cc3cccc(Cl)c3)oc2c1 | · | · | i | 59 | i | 0.7 | -7 | 729 | · | · | · | · | · | · | · | -0.8% | · | ·

Three records picked at random from those above:
SMILES | b-catenin transl | b-catenin transl cell count 5 µM | T cell HTS | T cell HTS vesicle-bound % | Myeloid diff MLP | Myeloid diff MLP GFP+ MAC1+ % | Lipid droplet | Lipid droplet cells 6.5 µM | WT yeast gro inh | WT yeast gro inh mutant strain | MT stabilizer | MT stabilizer Hoechst-high % | MT stabilizer cytotoxicity % | Insulin prom up | Insulin prom up cell count | West Nile virus CPE | Autophagy HCS | Autophagy HCS cell loss 18 h
O=C(NCCCl)c1ccc(OCc2ccccc2)cc1Cl | 0.6 | 1095 | i | 39 | i | 0.7 | 0 | 701 | 13 | 0 | 2.8 | 3.4 | 9.8 | 1.3 | 802 | -0.5% | i | -4
Cc1ccc(C(=O)C2CCN(CC(=O)Nc3ccccc3C)CC2)cc1 | · | · | i | 34 | i | 0.7 | 0 | 772 | · | · | · | · | · | · | · | -1.4% | · | ·
COc1cc(-c2noc(CCCC(=O)Nc3ccc(C(N)=O)cc3)n2)cc(OC)c1OC | -0.7 | 1420 | i | 26 | i | 0.5 | 1 | 776 | · | · | · | · | · | 0.54 | 1318 | 0.1% | · | ·

Other results follow:
SMILES | b-catenin transl | b-catenin transl cell count 5 µM | T cell HTS | T cell HTS vesicle-bound % | Myeloid diff MLP | Myeloid diff MLP GFP+ MAC1+ % | Lipid droplet | Lipid droplet cells 6.5 µM | WT yeast gro inh | WT yeast gro inh mutant strain | MT stabilizer | MT stabilizer Hoechst-high % | MT stabilizer cytotoxicity % | Insulin prom up | Insulin prom up cell count | West Nile virus CPE | Autophagy HCS | Autophagy HCS cell loss 18 h
CC(CNC(=O)c1ccc(-c2ccccc2)cc1)CN(C)C (stereo not drawn) | -2.3 | 901 | i | 45 | i | 0.9 | · | · | -11 | -1 | 4.4 | 1.3 | 5.3 | -1.1 | 1150 | -0.5% | i | 5
CC(=O)Oc1ccc2c(c1)O/C(=C\c1ccncc1)C2=O | 0.7 | 1257 | i | 38 | i | 1.0 | -7 | 677 | · | · | · | · | · | 0.52 | 1438 | -0.2% | · | ·
COC(=O)c1oc2c(c1C)C(=O)CC(C)(C)C2 | 1.1 | 1469 | i | 65 | i | 0.5 | -1 | 731 | -3 | 8 | 3.4 | 2.1 | 8.8 | 0.35 | 1503 | 0.2% | i | 1
COc1ccccc1-n1cc(C(=O)NCC(=O)N2CCN(c3ccccn3)CC2)c2ccccc2c1=O | 1.2 | 1356 | i | 3 | i | 0.6 | -12 | 738 | · | · | · | · | · | -0.36 | 962 | 0.1% | · | ·
Cc1cc(C)cc(C(=O)NCCN2CCOCC2)c1 | · | · | i | 43 | i | 0.1 | 2 | 814 | · | · | · | · | · | · | · | -0.4% | · | ·
COc1ccc(-c2nc3c(=O)n(C)c(=O)[nH]c3n2CCc2ccccc2)cc1 | -1.7 | 901 | i | 47 | i | 0.9 | · | · | -5 | 5 | 4.6 | 2.1 | 2.8 | 0.27 | 1275 | 0.1% | i | -7
CCOC(=O)C1(CCOC)CCN(Cc2ccc(COC)o2)CC1 | -2.3 | 1200 | i | 40 | i | 0.6 | -5 | 705 | -7 | -3 | 3.5 | 2.0 | 6.2 | 0.7 | 1500 | -0.1% | i | -12
COc1ccccc1-c1nnc(N(C)C(=O)C2CCCO2)s1 (stereo not drawn) | 0.9 | 1032 | i | 15 | i | 1.1 | 0 | 768 | -15 | -13 | 2.3 | 1.6 | 7.1 | 0.36 | 904 | 0.2% | i | -5
Cn1c(NCc2ccccc2)nc2c1c(=O)n(Cc1ccccc1)c(=O)n2C | 0.8 | 981 | i | 30 | i | 0.2 | -1 | 714 | 11 | 10 | 4.8 | 1.9 | 6.2 | -0.29 | 1925 | 0.6% | i | 1
NC(=O)c1ccsc1NC(=O)COC(=O)/C=C/c1ccc([N+](=O)[O-])cc1 | 0.9 | 1072 | i | 8 | i | 0.5 | -5 | 736 | · | · | · | · | · | 0.45 | 1499 | 0.2% | · | ·
COc1cc(C2C(C#N)=C(N)Oc3n[nH]c(C)c32)cc2c1OCO2 (stereo not drawn) | 1.1 | 1184 | i | 57 | i | 0.5 | · | · | -1 | 2 | 3.3 | 0.8 | 5.8 | 1.2 | 1310 | 0.4% | i | 26
Cn1c(=O)c(=O)n(C)c2cc(N3CCCCC3)c(NS(=O)(=O)c3ccc(Br)cc3)cc21 | · | · | i | 9 | i | 1.2 | -13 | 721 | · | · | · | · | · | · | · | 0.4% | · | ·
